Screening data as filed in PubChem.
Luc counter: Counterscreen for Luciferase (Kinase-Glo TM) Inhibition | Kinase-Glo luciferase, ATP luminescence, 8 min | 200,000 tested, 0.28% active | AID 1379, 2008 | Potency, µM (highest dose often 38.3 µM), inactives show top-dose activity change, negative = inhibition, hits mostly inhibitors; further: potency means the concentration at half of the fitted maximal effect; on the % scale 0 is the no-effect control and ±100 the full control effect; nearly all actives have a fitted effect of over 60% in size
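Light output from Kinase-Glo luciferase with luciferin and 10 uM ATP in 50 mM imidazole pH 7.2, KCl, MgCl2, Tween 20, BSA; compound pin-delivered, 8-min ambient incubation, then luminescence read.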
CBFb-RUNX1 inh: qHTS Assay for Compounds Blocking the Interaction Between CBF-beta and RUNX1 for the Treatment of Acute Myeloid Leukemia; 230,000 tested, under 10 active; Potency, µM (doses to about 59.8 µM), for the others: at the top dose activity, negative = inhibition, actives largely listed as inhibitors; AlphaScreen CBFb-His/RUNX1-biotin binding, biochemical; AID 1477, 2009; Runt-related transcription factor 1 (Homo sapiens) + Core-binding factor subunit beta …; further: % of control where 0% means no effect
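Inhibition was taken as any reduction in AlphaScreen signal from the CBF-beta–RUNX1 pair (His and biotin tags, 30 nM each), measured after compound (15 min) and bead (90 min) incubations at room temperature.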
HttQ103 aggreg: qHTS Multiplex Assay to Identify Dual Action Probes in a Cell Model of Huntington: Aggregate Formation (GFP); Potency, µM (highest dose often 46.1 µM), inactives show top-dose activity change, negative = inhibition, hits mostly inhibitors; PC12 HttQ103-GFP aggregates, Acumen cytometry, 40 h; 220,000 tested, 1.1% active; further: potency means the concentration at half of the fitted maximal effect; on the % scale 0 is the no-effect control and ±100 the full control effect; nearly all actives have a fitted effect of over 60% in size
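Aggregates are detected as GFP objects 1–25 µm with signal 6 STDEV over background in lysates of induced PC12 cells. These carry Huntingtin exon 1 with 103 glutamines fused to GFP under an ecdysone promoter; compounds titrated.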
NPSR antag: qHTS Assay for Antagonists of the Neuropeptide S Receptor: cAMP Signal Transduction; Potency, µM (doses to about 38.3 µM), inactives show top-dose activity change, negative = inhibition, usual class: inhibitors; Q6W5P4; CHO-NPSR cells, cAMP TR-FRET, antagonist mode; 220,000 tested, 1% active; further: potency means the concentration at half of the fitted maximal effect; on the % scale 0 is the no-effect control and ±100 the full control effect; nearly all actives have a fitted effect of over 50% in size; many of its hits are not listed in these tables
Epigenetic derep: Quantitative High-Throughput Screen for Regulators of Epigenetic Control. 280,000 tested, 0.2% active. murine LDR cells, GFP reporter derepression, 30 h. Potency, µM (series often up to 53.9 µM), for inactives: top-dose GFP activation, actives largely listed as activators. AID 1865, 2009; further: potency means the concentration at half of the fitted maximal effect; % of control where 0% means no effect; nearly all actives have a fitted effect of over 60% in size
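GFP-positive cell count by laser-scanning cytometry (objects 20–120 um) after 30 h, 37 C compound exposure of murine LDR cells; reporter is CMV-GFP integrated at a silenced locus, inducible by HDAC or DNMT inhibitors.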
IMPase Li inh: qHTS Assay for Identifying the Cell-Membrane Permeable IMPase Inhibitors: Potentiation with Lithium. AID 1457, 2008. CHO-M1 cells, IP1 TR-FRET (IP-One), carbachol + lithium. 210,000 tested, 0.35% active. Potency, µM (highest dose often 59.4 µM), inactives show at the highest dose activity, negative = IMPase inhibition, most hits filed as inhibitors;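 further: IP1 builds up when IMPase is blocked and the TR-FRET signal falls; potency means the concentration at half of the fitted maximal effect; plate controls were basal vehicle for no effect and high inhibitor control for full effect; nearly all actives have a fitted effect of over 50% in size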
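Test compounds were applied to CHO-M1 cells previously cultured for 16–30 h at 2000 per well. A small lithium amount accompanied them; after 30 min at 37C, IP1 was quantified by TR-FRET.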
L3MBTL1 inh: qHTS Assay for the Inhibitors of L3MBTL1; Lethal(3)malignant brain tumor-like protein 1 (Homo sapiens), Q9Y468; AlphaScreen L3MBTL1–H3K9me1 peptide binding; Potency, µM (doses to about 57.1 µM), for inactives: at the highest dose activity, negative = inhibition, most hits filed as inhibitors; 230,000 tested, 0.66% active; AID 485360, 2010; further: potency means the concentration at half of the fitted maximal effect; on the % scale 0 is the no-effect control and ±100 the full control effect; nearly all actives have a fitted effect of over 60% in size
Target sequence (Q9Y468 whole entry, looked up): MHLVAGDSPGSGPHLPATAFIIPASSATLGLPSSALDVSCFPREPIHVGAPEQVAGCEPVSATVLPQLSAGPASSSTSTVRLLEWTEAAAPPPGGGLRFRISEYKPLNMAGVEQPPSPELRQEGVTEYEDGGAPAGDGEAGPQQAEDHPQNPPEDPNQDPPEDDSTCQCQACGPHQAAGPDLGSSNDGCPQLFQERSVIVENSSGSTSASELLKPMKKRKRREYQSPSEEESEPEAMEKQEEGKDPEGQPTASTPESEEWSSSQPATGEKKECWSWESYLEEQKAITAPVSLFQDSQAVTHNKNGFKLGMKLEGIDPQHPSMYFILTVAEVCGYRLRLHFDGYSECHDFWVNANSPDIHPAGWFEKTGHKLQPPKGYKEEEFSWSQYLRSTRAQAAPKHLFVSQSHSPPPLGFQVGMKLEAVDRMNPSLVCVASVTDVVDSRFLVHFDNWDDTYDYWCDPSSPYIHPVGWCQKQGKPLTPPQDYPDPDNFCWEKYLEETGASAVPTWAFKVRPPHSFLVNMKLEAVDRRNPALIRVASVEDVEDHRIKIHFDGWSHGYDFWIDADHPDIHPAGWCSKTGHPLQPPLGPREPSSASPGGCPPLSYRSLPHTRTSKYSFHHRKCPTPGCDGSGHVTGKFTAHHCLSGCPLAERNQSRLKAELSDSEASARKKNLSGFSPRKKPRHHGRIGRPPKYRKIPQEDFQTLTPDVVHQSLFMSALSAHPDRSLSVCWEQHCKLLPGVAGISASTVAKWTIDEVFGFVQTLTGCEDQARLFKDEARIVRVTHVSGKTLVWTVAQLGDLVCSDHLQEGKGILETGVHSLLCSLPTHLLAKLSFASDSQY
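First, the protein-peptide complex forms for 30 min at room temperature (L3MBTL1 50 nM, biotinylated H3K9me1 peptide 75 nM). Next, compounds are pin-transferred and incubated 30 min. Finally, AlphaScreen beads are added and read after 30 min.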
Active calls of the source: *; ? = inconclusive; nt = not tested or not shown; [ ] = dose if it differs, or a comment. The call rests on the fitted dose curve; in most records, active means well fitted curve in the direction sought with a large enough effect; inconclusive means small, poorly fitted or top-dose-only effect, or another doubt; inactive means no such curve, though single readings can be large; an effect the other way counts as inactive or inconclusive. Only part of the results is shown. The share of hits here may be higher or lower than overall.

Fields – Luc counter	CBFb-RUNX1 inh	HttQ103 aggreg	NPSR antag	Epigenetic derep	IMPase Li inh	L3MBTL1 inh
NCC(=O)Nc1ccc(Br)cc1
  -1%	0%	3%	15%	4.6%	-4%	nt
COc1ccccc1[C@H]1C(c2ccccc2)=NN(c2ccccc2)[C@@H]1CO
  3%[39.9 µM]	?	nt	nt	-3.4%	25µM*	94%[activator]
NS(=O)(=O)c1ccc(CCNC(=O)CNS(=O)(=O)c2cccc(Br)c2)cc1
  -1%	13%	-13%	-25%	0.0%	-5%	-23%
CCOc1cc(CNc2nn[nH]n2)ccc1OCC(=O)NC(C)(C)C
  -3%	0%	-11%	6%	0.0%	6%	nt
CCO[C@@H]1OC(C(=O)NCc2ccccc2)=C[C@H](C(C)(C)C)[C@H]1CCCO
  nt	15%	17%[9.22 µM]	-11%	1.1%	nt	nt
CN(C)S(=O)(=O)c1cccc(C(=O)NCCCn2ccnc2)c1
  2%	-11%	20%	-1%	-1.7%	3%	3%
Nc1nnc(SCC(=O)OCC(=O)NC23CC4CC(CC(C4)C2)C3)s1
  -3%	-9%	-10%	16%	-1.4%	-7%	9%
CCCOc1ccc(-c2nn(-c3ccccc3)cc2/C=C2\SC(N)=NC2=O)cc1C
  1%	-2%	-5%	-32%	3.4%	-6%	-1%
Nc1nnc(CCc2ccccc2)s1
  -5%	-4%	-5%	-11%[46.1 µM]	-2.5%	-11%[38.3 µM]	18%
Cc1ccc(S(=O)(=O)N2CCOC2CNC(=O)C(=O)NCCc2ccccc2)cc1 (stereo unspecified)
  nt	3%	5%[9.22 µM]	2%	-2.3%	nt	nt
COc1ccc(CCNC(=O)CSc2nc3cc(Cl)ccc3o2)cc1OC
  -3%	0%	-1%	-2%[46.1 µM]	-1.0%	51%[activator][38.3 µM]	nt
CCOC(=O)CCCCC(=O)c1[nH]c(=O)[nH]c1Cn1cnc2ccccc21
  5%	-13%	-7%	-9%[46.1 µM]	0.9%	20%[38.3 µM]	-13%
Nc1nc2ccc(Oc3ccccc3)cc2s1
  0%	2%	?	-21%[46.1 µM]	0.0%	4%[38.3 µM]	nt
CC(=O)N1CCN(S(=O)(=O)c2ccccc2)C1c1ccccc1 (stereo unspecified)
  -1%	3%	17%	-2%[46.1 µM]	-2.3%	9%[38.3 µM]	-5%
CNC(=O)/C(C#N)=C\c1ccc(CNS(=O)(=O)c2ccccc2)o1
  -1%	-6%	7%	1%	1.5%	-9%	-7%
O=C(NCC1CCCO1)c1cccnc1NCc1ccc(F)cc1 (stereo unspecified)
  -3%	0%	0%[9.22 µM]	6%	-7.7%	3%	-5%
Cc1cc(C)n(CC(=O)c2cccc([N+](=O)[O-])c2)n1
  -3%	-7%	5%	12%	1.6%	2%	nt
CCOc1cc(Br)c(C=O)cc1OCC
  5%	-1%	-2%	24%	-3.0%	2%	-2%
Cc1ccc(S(=O)(=O)N2CCC(C(=O)N(C)C3CCS(=O)(=O)C3)CC2)cc1 (stereo unspecified)
  -5%	1%	-4%	-15%[46.1 µM]	-2.1%	18%[38.3 µM]	nt
Cc1ccsc1/C=C1\SC(N)=NC1=O
  -9%	-9%	7%	4%[46.1 µM]	-2.3%	3%[38.3 µM]	5%

Ordered by value in Epigenetic derep (descending): 3 from the list above.
| SMILES | CBFb-RUNX1 inh | HttQ103 aggreg | NPSR antag | Epigenetic derep | IMPase Li inh |
| --- | --- | --- | --- | --- | --- |
| COc1ccc(CCNC(=O)CSc2nc3cc(Cl)ccc3o2)cc1OC | 0% | -1% | -2%[46.1 µM] | -1.0% | 51%[activator][38.3 µM] |
| Cc1ccsc1/C=C1\SC(N)=NC1=O | -9% | 7% | 4%[46.1 µM] | -2.3% | 3%[38.3 µM] |
| O=C(NCC1CCCO1)c1cccnc1NCc1ccc(F)cc1 (stereo unspecified) | 0% | 0%[9.22 µM] | 6% | -7.7% | 3% |

(more compounds)
Fields – Luc counter	CBFb-RUNX1 inh	HttQ103 aggreg	NPSR antag	Epigenetic derep	IMPase Li inh	L3MBTL1 inh
Cc1c(Cl)cccc1-n1c(SCC(=O)N2CCC(C(=O)O)CC2)nnc1-c1ccncc1
  -2%	11%	1%	6%	-0.4%	0%	2%
NC(=O)[C@@H]1CCOc2c(I)cc([N+](=O)[O-])cc2C(=O)N[C@@H](CO)C(=O)NCC(=O)N1
  4%	5%[2.36 µM]	22%	10%	-1.2%	-6%	4%
O=C(NC1=NCCS1)c1sc2ccccc2c1Cl
  -3%	13%	-19%	16%[46.1 µM]	0.0%	-10%	-1%
CC(CC(=O)Nc1ccc2c(c1)OCCO2)c1ccccc1 (stereo unspecified)
  -3%	5%	-5%	11%[46.1 µM]	0.0%	-3%	3%
Cc1cc(NC(=O)c2ccccc2F)on1
  -19%	3%	-4%	11%	-8.2%	-2%	-2%
O=C(COc1ccc(-c2ccccc2)cc1)N1CCN(C(=O)c2cccs2)CC1
  0%	-4%	26%[9.22 µM]	2%	-0.1%	6%	-4%
O=C(NC1C(=O)NNC1c1ccccc1)c1ccccc1 (stereo unspecified)
  1%	8%	-6%	-10%[46.1 µM]	-1.9%	-14%[38.3 µM]	-8%
Cc1nc2ccccc2nc1OCc1cccc([N+](=O)[O-])c1
  0%	2%	5%	4%	0.9%	13%	3%
Cc1ccccc1CCNC(=O)C1CCN(S(=O)(=O)c2ccc(-n3cnnn3)cc2)CC1
  -1%	-7%	-11%	-14%[46.1 µM]	1.0%	35%[activator][38.3 µM]	nt
COc1ccc(-n2nnc3c(=O)n(CC(=O)N4CCCc5ccccc54)cnc32)cc1
  -3%	14%	9%	-11%[46.1 µM]	5.1%	-24%[38.3 µM]	-11%
O=C(O)CCCC(=O)Nc1ccc(Sc2ccc([N+](=O)[O-])cc2)cc1
  1%	-2%	5%	-10%[46.1 µM]	0.3%	-6%[38.3 µM]	-3%
CCc1ccc(C(=O)NNc2ccc(Cl)cc2)cc1
  nt	8%	11%[9.22 µM]	16%	4.3%	nt	3%
CC(O)(CS(=O)(=O)Cc1ccccc1Cl)C(=O)Nc1cccc(C(F)(F)F)c1 (stereo unspecified)
  -7%	2%	-10%	-22%[46.1 µM]	1.3%	-5%[38.3 µM]	2%
c1cncc(-c2nnc3n2C2(CCCCC2)Cc2ccccc2-3)c1
  3%	2%	-3%	-13%[46.1 µM]	0.0%	-3%[38.3 µM]	-1%
COc1ccc(-c2nnn(CC(=O)N(CCCN3CCOCC3)C(C(=O)NC3CCCC3)c3ccco3)n2)cc1 (stereo unspecified)
  0%	11%	-14%[9.22 µM]	58%	2.4%	1%	0%
O=C(OCC(=O)N1CCN(C(=O)COC(=O)c2ccncc2)CC1)c1ccncc1
  -2%	-7%	8%	-1%[7.67 µM]	0.8%	4%[38.3 µM]	-3%
COc1ccc(CC(NC(C)=O)C(=O)NC2CCN(C(=O)c3cc(OC)c(OC)c(OC)c3)CC2)cc1 (stereo unspecified)
  nt	3%	-10%[9.22 µM]	12%	-0.9%	nt	nt
CCOC(=O)N1CCN(c2nnnn2-c2ccccc2)CC1
  -1%	3%	2%	-1%[46.1 µM]	-7.9%	-12%[38.3 µM]	7%
CCC(C)(C)n1nnnc1C(c1ccc(N(C)C)cc1)N1CCN(C2CCCCC2)CC1 (stereo unspecified)
  -4%	1%	-2%	-7%[46.1 µM]	-3.3%	2%[38.3 µM]	-8%
CC(=O)C1CCC2C3CC=C4CC(O)CC[C@@]4(C)C3CC[C@]12C (stereo partly specified)
  -5%	18%	nt	nt	4.0%	31%[activator]	nt

In another format: four of the compounds above
Structure: CCc1ccc(C(=O)NNc2ccc(Cl)cc2)cc1
  Luc counter: nt
  CBFb-RUNX1 inh: 8%
  HttQ103 aggreg: 11%[9.22 µM]
  NPSR antag: 16%
  Epigenetic derep: 4.3%
  IMPase Li inh: nt
  L3MBTL1 inh: 3%

Structure: CC(O)(CS(=O)(=O)Cc1ccccc1Cl)C(=O)Nc1cccc(C(F)(F)F)c1 (stereo unspecified)
  Luc counter: -7%
  CBFb-RUNX1 inh: 2%
  HttQ103 aggreg: -10%
  NPSR antag: -22%[46.1 µM]
  Epigenetic derep: 1.3%
  IMPase Li inh: -5%[38.3 µM]
  L3MBTL1 inh: 2%

Structure: c1cncc(-c2nnc3n2C2(CCCCC2)Cc2ccccc2-3)c1
  Luc counter: 3%
  CBFb-RUNX1 inh: 2%
  HttQ103 aggreg: -3%
  NPSR antag: -13%[46.1 µM]
  Epigenetic derep: 0.0%
  IMPase Li inh: -3%[38.3 µM]
  L3MBTL1 inh: -1%

Structure: COc1ccc(-c2nnn(CC(=O)N(CCCN3CCOCC3)C(C(=O)NC3CCCC3)c3ccco3)n2)cc1 (stereo unspecified)
  Luc counter: 0%
  CBFb-RUNX1 inh: 11%
  HttQ103 aggreg: -14%[9.22 µM]
  NPSR antag: 58%
  Epigenetic derep: 2.4%
  IMPase Li inh: 1%
  L3MBTL1 inh: 0%

Further entries follow.
Fields – Luc counter	CBFb-RUNX1 inh	HttQ103 aggreg	NPSR antag	Epigenetic derep	IMPase Li inh	L3MBTL1 inh
COc1ccc([N+](=O)[O-])cc1NCc1cccnc1
  2%	22%	-5%	7%	2.1%	6%	nt
O=C1OC(c2ccc(Cl)cc2)/C(=C(/O)c2ccccc2)C1=O (stereo unspecified)
  0%	0%	13%	-3%[46.1 µM]	-1.2%	-15%[38.3 µM]	6%
COC(=O)[C@H](CC(C)C)NC(=O)NCCC1=CCCCC1
  nt	-11%	-7%[9.22 µM]	-15%	0.1%	nt	-13%
O=c1c(C(c2c(O)nc3n(c2=O)CCS3)c2cccc3ccccc23)c(O)nc2n1CCS2
  -2%	1%	4%	2%[46.1 µM]	-0.3%	0%[38.3 µM]	-5%

One compound at a time, as listed above.
O=C1OC(c2ccc(Cl)cc2)/C(=C(/O)c2ccccc2)C1=O (stereo unspecified) across the screens: Luc counter = 0%; CBFb-RUNX1 inh = 0%; HttQ103 aggreg = 13%; NPSR antag = -3%[46.1 µM]; Epigenetic derep = -1.2%; IMPase Li inh = -15%[38.3 µM]; L3MBTL1 inh = 6%
O=c1c(C(c2c(O)nc3n(c2=O)CCS3)c2cccc3ccccc23)c(O)nc2n1CCS2 across the screens: Luc counter = -2%; CBFb-RUNX1 inh = 1%; HttQ103 aggreg = 4%; NPSR antag = 2%[46.1 µM]; Epigenetic derep = -0.3%; IMPase Li inh = 0%[38.3 µM]; L3MBTL1 inh = -5%
